FBW7 activator: human FBW7 E3 ligase activation, primary screen; Q969H0; AlphaScreen FBW7–phospho-cyclin E peptide binding, activator screen; normalized activity (activation), % at 26.1 µM; hit rate 0.13% among 650,000; AID 1259310; in the data active = normalized activity above about 1.9%;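 also: purified mutant Fbw7 with reduced substrate affinity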
Target sequence (Q969H0 whole entry, looked up): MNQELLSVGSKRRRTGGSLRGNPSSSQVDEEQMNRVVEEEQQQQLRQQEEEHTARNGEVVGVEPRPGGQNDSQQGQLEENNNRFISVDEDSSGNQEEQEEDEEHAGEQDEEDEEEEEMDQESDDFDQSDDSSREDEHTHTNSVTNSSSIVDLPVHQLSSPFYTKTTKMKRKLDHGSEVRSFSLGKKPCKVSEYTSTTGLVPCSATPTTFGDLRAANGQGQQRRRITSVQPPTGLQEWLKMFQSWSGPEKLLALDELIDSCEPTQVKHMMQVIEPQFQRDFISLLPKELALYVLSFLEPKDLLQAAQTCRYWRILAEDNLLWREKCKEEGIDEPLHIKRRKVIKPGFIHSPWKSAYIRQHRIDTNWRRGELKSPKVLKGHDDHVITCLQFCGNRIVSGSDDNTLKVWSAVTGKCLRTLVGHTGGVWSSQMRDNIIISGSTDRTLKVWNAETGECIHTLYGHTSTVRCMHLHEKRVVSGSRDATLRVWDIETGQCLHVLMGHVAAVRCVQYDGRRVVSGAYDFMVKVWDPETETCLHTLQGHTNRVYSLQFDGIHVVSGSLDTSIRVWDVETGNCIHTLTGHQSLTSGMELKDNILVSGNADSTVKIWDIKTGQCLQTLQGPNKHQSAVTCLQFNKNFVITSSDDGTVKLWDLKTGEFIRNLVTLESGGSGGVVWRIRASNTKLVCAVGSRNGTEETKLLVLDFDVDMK
GPR151 ag: human GPR151 activation | PathHunter beta-arrestin GPR151 cells, luminescence | activation, % at 11.2 µM | hit rate 1% among 650,000; in the data active = activation above about 4.9%;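 also: 0% = median of compound wells and 100% = cells with positive control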
TEAD-YAP block: TEAD-YAP interaction inhibition. HEK-TIYL cells, TEAD-Gal4/YAP UAS-luciferase luminescence. inhibition, % at 9.12 µM. hit rate 1.4% among 640,000. AID 1259422; in the data active = inhibition above about 32%;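 also: 0% = median of test compound wells and 100% = reference inhibitor wells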
MITF inh: human MITF inhibition, primary screen; O75030; AlphaScreen MITF homodimerization, bead proximity signal; inhibition, % at 2.6 µM; hit rate 0.91% among 650,000; in the data active = inhibition above about 50%;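 also: 0% = vehicle wells with protein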
* marks the source's active call; other numbers are inactive results; & = joins results of further samples.

Values in the order – GPR151 ag	FBW7 activator	MITF inh	TEAD-YAP block
COCCNC(=O)c1ccc(CSCc2cccc(Cl)c2)o1
  0.0	0.1	11.1	-1.7
O=C(O)C1CCN(c2ncnc3scc(-c4ccc(Cl)cc4)c23)CC1
  1.0	0.1	7.7	0.6
CN(C)c1cccc(Nc2ncc(C(=O)NCc3ccccc3)s2)c1
  -0.3	0.0	11.6	-9.9
CCc1c(C)sc(NC(=O)c2cc3nc(-c4ccc(OC)c(OC)c4)cc(C(F)(F)F)n3n2)c1C#N
  0.8	0.1	-6.4	9.2
COc1ccc(Cl)cc1C(=O)NCCc1cn2ccc(C)cc2n1
  -0.6	1.0	26.3	1.4
C#Cc1cccc(NC(=O)c2ccc(OC(=O)c3ccc(C(=O)Oc4ccc(C(=O)Nc5cccc(C#C)c5)cc4)cc3)cc2)c1
  -1.0	0.1	11.7	-5.8
CC#C[C@]1(O)CC[C@H]2[C@@H]3CCC4=CC(=O)CCC4=C3[C@@H](c3ccc(N(C)C)cc3)C[C@@]21C
  3.0&-0.4&-0.9&-1.5&-0.1	-0.3&-0.1&0.1&-0.2	5.3&9.8&5.8&13.4&-0.1	7.4&8.2
Cc1cc(C)cc(NC(=O)c2cccc(NC(=O)C3C4CC5OC(=O)C3C5C4)c2)c1 (stereo not drawn)
  -0.3	-0.1	0.2	-6.8
O=C(Cn1c2ccccc2c(=O)c2ccccc21)Oc1ccccc1F
  0.7	-0.2	6.9	-10.5
CC1CCCCN1C(=O)c1ccccc1NS(=O)(=O)c1ccc2ccccc2c1 (stereo not drawn)
  -0.9	0.0	15.6	9.3
NC(=O)CSc1nnc(-c2ccc(F)cc2)n1N
  -1.5	0.0	45.9	-2.7
CC(C)C(=O)Nc1ccc2c(c1)C(=O)Nc1ccccc1O2
  -0.9	0.3	2.1	0.9
COc1ccc(/C=C2\N=C(c3cc(OC)c(OC)c(OC)c3)OC2=O)cc1OC
  -2.3	0.4	0.0	12.5
CCOC(=O)C1=C(C)N=c2s/c(=C\c3ccc(-c4cccc(C(=O)O)c4)o3)c(=O)n2C1c1ccc(OC)c(Br)c1 (stereo not drawn)
  -0.4	-0.1	14.2	3.6
CC(C)Cn1cnc2c1c(=O)n(CC(=O)O)c(=O)n2Cc1ccccc1
  -0.8	-0.1	-1.2	-2.3

Part of the list above, in CSV form.
SMILES,GPR151 ag,FBW7 activator,MITF inh,TEAD-YAP block
COCCNC(=O)c1ccc(CSCc2cccc(Cl)c2)o1,0.0,0.1,11.1,-1.7
O=C(O)C1CCN(c2ncnc3scc(-c4ccc(Cl)cc4)c23)CC1,1.0,0.1,7.7,0.6

(next part)
Values in the order – GPR151 ag	FBW7 activator	MITF inh	TEAD-YAP block
Oc1ccc(-c2csc(-c3cccnc3)n2)c(O)c1
  -4.2	0.0	10.2	-8.1
O=C(C1CC1)N1CCN(c2cccc(C(F)(F)F)c2)CC1
  -0.6	0.1	16.4	6.4
CCCc1c(C)nc2c(C(=O)NC3CCCCC3)c[nH]n2c1=O
  -0.9	0.2	21.8	7.2
Cc1ccc(/C=C/C(=O)NCC2CCN(C(=O)/C=C/c3ccc(C)o3)CC2)o1
  0.1	0.2	39.3	1.4
Cc1cccc2cc(C3CC(c4cccs4)=NN3C(=O)CCC(=O)O)c(Cl)nc12 (stereo not drawn)
  -1.3	1.1	15.5	-17.6
CCC(=O)Nc1nnc(COc2ccc([N+](=O)[O-])cc2)s1
  0.2	0.0	4.1	-0.4
CCCCCCCc1ccc(C(=O)NNC(=O)C2CCC(c3ccccc3)CC2)cc1 (stereo not drawn)
  1.2	0.1	-0.8	10.4
CC1CCc2c(C(=O)NCCCN3CCOCC3)csc2C1 (stereo not drawn)
  -0.4	0.0	-1.8	-2.1
Cc1c(C(=O)O)cccc1-n1c(C)cc(/C=N\NC(=O)c2ccccc2O)c1C
  -2.0	0.0	9.5	-19.0
CCOC(=O)c1ccc(N/C(N)=N/c2nc(C)cc(C)n2)cc1
  0.0	0.2	2.5	19.0
CC(NC(=O)C1CCCN(c2nnc(-n3cccc3)s2)C1)C12CC3CC(CC(C3)C1)C2 (stereo not drawn)
  0.1	-0.3	5.2	2.6
Cc1ccc(Cl)c(OCCOCCNCCN)c1
  -0.6	-0.3	30.0	-0.1
Nc1nc(CN2CCN(C(=O)c3cccs3)CC2)nc2cc(Cl)ccc12
  -0.6	-0.3	5.9	13.6
COc1cccc(C2(C)NC(=O)N(NC(=S)NC3CC4CCC3C4)C2=O)c1 (stereo not drawn)
  -1.3	0.0	9.7	6.1
Cc1nccc2[nH]c(=O)c(C(=O)NCc3ccccc3)cc12
  -1.0	0.2	8.5	5.6
CC(=O)Nc1ccc(-c2cn3ccsc3n2)cc1
  -0.9	0.0	1.3	-10.5
O=C(CN1CCCC1)NCC12CC3CC(CC(C3)C1)C2
  0.3	0.0	-6.2	-3.0
CC(=O)Nc1ccc(Nc2nc(N3CCC(N4CCOCC4)CC3)nc3c2ncn3-c2ccccc2)cc1
  -2.0	-0.2	-4.0	5.0
NC(=O)C1=C(N)SC2C(=O)N(c3ccc4ccccc4c3)C(=O)C2C1c1ccccc1O (stereo not drawn)
  -0.7	-0.1	-1.7	-10.6
COc1ccc(-n2cc(-c3ccccc3)c3c(N4CCN(c5ccc(C)cc5)C(C)C4)ncnc32)cc1 (stereo not drawn)
  -0.3	0.2	14.8	1.1
COc1ccc(C(OC(=O)c2c(C)noc2C)C(=O)NC2CCCC2)cc1 (stereo not drawn)
  -1.1	0.1	29.1	-2.3
Cc1ccccc1NS(=O)(=O)c1ccc(OCC(=O)O)cc1
  -1.4	-0.1	2.2	-12.8
CC1=C(C(=O)OCC(C)C)C(c2cccc3ccccc23)C2=C(CC(c3ccccc3)CC2=O)N1 (stereo not drawn)
  -0.6	0.0	-9.6	-2.7
Cc1ccc(C2=NNC(C(O)C(O)C(O)C(O)CO)S2)cc1 (stereo not drawn)
  -0.7	1.6	12.1	-30.6
CCOc1cc(Br)c(/C=C2/C(=O)N(C)C(=S)N2CC(=O)OC)cc1OC
  -0.4	1.0	15.1	6.5
c1cnc2ccc(CN3CCc4nncn4CC3)cc2c1
  0.5	0.6	12.1	6.3
Cc1ccc(S(=O)(=O)N2C(=O)CCC2c2nc(-c3ccc([N+](=O)[O-])cc3)no2)cc1 (stereo not drawn)
  -1.2	-0.2	-21.9	-4.3
COc1ccc(C2C(C(=O)N3CCC(C(N)=O)CC3)c3ccccc3C(=O)N2C)cc1 (stereo not drawn)
  1.2	-0.1	1.9	-2.3
COc1ccc(CCN2C(=O)CC(C(=O)Nc3ccc(C)cc3C)SC2=Nc2ccc(Cl)cc2)cc1OC (stereo not drawn)
  0.1	0.1	8.1	-10.8
Cc1ccc(NC(=O)CN2C(=O)C(C)(C)Oc3ccc(C(=O)NC(C)C)cc32)cc1C
  0.7	0.0	-10.0	1.5
CCC(C)NC(=O)c1c[nH]c2ccc(S(=O)(=O)N(C)c3ccccc3C)cc2c1=O (stereo not drawn)
  -0.5	0.5	-6.8	-0.5
COCCN1C(=O)C(=O)/C(=C(/O)c2ccc(F)cc2)C12C(=O)N(C)c1ccccc12 (stereo not drawn)
  -0.1	0.1	3.9	13.6
NCc1n[nH]c(=S)n1CCc1ccccc1
  2.0	0.2	1.4	-9.9
Cc1ccc(N2C(=O)C3ON(c4ccccc4)C(c4ccc(F)cc4)C3C2=O)cc1 (stereo not drawn)
  0.3	0.0	13.0	7.3
O=C(CNc1n[nH]c(=O)[nH]c1=O)N/N=C/c1ccc(C(=O)O)cc1
  0.9	0.0	-6.4	0.3
Cc1ccc(S(=O)(=O)NNC(=O)Nc2ccccc2)cc1
  0.3	0.0	3.6	-0.5
CC(C)(Oc1ccc(Cl)cc1)C(=O)Nc1cc(C(C)(C)C)nn1CCO
  -1.9	0.9	18.0	3.1
Cc1ccc(Nc2cc(-n3nc(C)cc3-c3ccccc3)ncn2)cc1
  1.6	0.0	0.3	-11.9
CCCCOc1ccccc1C(=O)NNC(=S)NC(=O)c1cccc([N+](=O)[O-])c1
  0.6	0.0	-2.3	-12.8
Cc1[nH]cnc1CN1CC[C@H]2[C@H](CCCN2C(=O)C2CCCCC2)C1
  0.1	-0.1	1.4	7.3
N#C/C(C(=O)N1CCCCC1)=C(/S)Nc1ccccc1
  1.5	0.0	10.4	-8.5
Cc1noc(C)c1S(=O)(=O)Nc1ccc(C(=O)N2CCc3ccccc3C2)cc1
  0.0	-0.3	-12.7	-4.8
O=C(NC1CC1)c1ccccc1N(Cc1ccccc1)S(=O)(=O)c1ccccc1
  0.0	0.0	5.3	3.8
COc1cc(NC(=O)c2ccccc2)c(OC)cc1NC(=O)/C=C/c1cccc([N+](=O)[O-])c1
  1.9	-0.1	0.9	-4.9
COC(=O)c1ccccc1NS(=O)(=O)c1sc(C(=O)OC)c(C)c1C(=O)OC
  -0.1	-0.2	0.0	0.6
Cc1ccsc1[C@@H]1C[C@H]2CN(Cc3cccnc3)C(=O)[C@]23CCCN13
  1.5	0.0	-2.4	10.3
CSc1nsc(SCC(=O)N2CCc3ccccc32)n1
  1.2	0.1	12.4	-2.5
Cc1cccc(NC(=S)NCc2cccnc2)c1C
  0.3	0.0	0.3	-9.7
CCCN(CCC)C(=O)Cn1ncc2c(=O)oc3ccc(C)cc3c21
  -0.3	0.2	8.7	10.3
CC(NC(=O)C1=CC(c2cccs2)=NS(=O)(=O)N1C)c1ccccc1 (stereo not drawn)
  3.1	-0.2	0.9	-12.1
Cc1ccc(N2CCN(CC(=O)Nc3ccccc3Cl)C2=O)cc1
  -0.4	0.0	13.9	12.1
CC1CC(=O)N(CC(=O)Nc2ccc([N+](=O)[O-])cc2)c2ccccc2S1 (stereo not drawn)
  -0.9	0.2	2.8	1.0
CCOC(=O)C1=C(C)N=c2s/c(=C\c3ccc(O)c(Br)c3)c(=O)n2C1c1ccc(OC)c(OC)c1 (stereo not drawn)
  0.4	-0.2	2.2	-9.2
CC(Sc1ncnc2scc(-c3ccc(F)cc3)c12)C(=O)O (stereo not drawn)
  1.1	0.2	-7.2	5.3
O=C(c1c(F)cccc1Cl)N(c1ccccc1)C1C=CS(=O)(=O)C1 (stereo not drawn)
  1.1	-0.3	-4.1	-11.3
S=C(c1ccncc1)N1CCOCC1
  3.8	-0.3	-10.1	1.4
CCCCn1c(=S)[nH]c2cc(S(N)(=O)=O)ccc21
  0.3	0.2	14.3	-3.6
COc1ccc(/C=N/NC(=O)C(=O)Nc2cccc(OC)c2)cc1
  0.3	0.0	1.8	-18.6
Cc1cc(C)cc(OCC(=O)Nc2ccccc2I)c1
  3.1	0.2	-3.5	-0.6
Cc1ccc(-c2cc(C(=O)Nc3ccc(Cl)c([N+](=O)[O-])c3)c3ccccc3n2)s1
  -0.5	0.0	-3.4	-8.5

(continued)
Values in the order – GPR151 ag	FBW7 activator	MITF inh	TEAD-YAP block
C=CCOc1ccc(C2/C(=C(\O)c3ccc(OC)cc3)C(=O)C(=O)N2Cc2ccncc2)cc1 (stereo not drawn)
  -0.9	0.0	-1.9	-4.8
Cc1cc(OC(F)F)ccc1NC(=O)Nc1ccc2c(c1)OCO2
  0.1	-0.1	-4.1	-9.5
O=S(=O)(c1ccc(-n2cnnn2)cc1)N1CCC2(CC1)OCCO2
  2.0	1.0	-3.9	2.5
CCCC(=O)N1c2ccc(C)cc2C2=C(SC(C(=O)OC)=C(C(=O)OC)C23SC(C(=O)OC)=C(C(=O)OC)S3)C1(C)C
  -0.6	-0.1	-7.5	11.0
O=C(NCc1cccnc1)c1cc2ncc(Br)cn2n1
  0.8	0.0	2.6	-13.4
CCn1nnc2c(=O)n(CC(=O)NC(C)C)cnc21
  -0.6	0.3	7.0	-1.2
Cc1csc(NC(=O)c2ccc(Br)cc2)n1
  -4.3	-0.3	-1.1	-51.3
Cc1ccc(C)c(S(=O)(=O)Nc2ccc3scnc3c2)c1
  1.0	0.0	14.3	39.5*
COc1ccc(C2=CC(c3ccccc3OC(F)F)n3nnnc3N2)cc1 (stereo not drawn)
  0.2	0.0	2.4	-39.4
Cc1ccc(-c2nn(CCC(=O)O)cc2/C=C(/C#N)C(N)=O)cc1
  -0.6	0.3	18.5	0.0
Cc1c(NC(=S)N/N=C\c2ccccc2O)c(=O)n(-c2ccccc2)n1C
  1.5	-0.2	32.7	5.1
Cc1ccc(C(=O)N(C)Cc2ccccc2)cc1[N+](=O)[O-]
  -0.9	0.0	1.1	-3.8
COc1ccc(-n2c(-c3cccc(C)c3[N+](=O)[O-])n[nH]c2=S)cc1
  -0.8	-0.1	2.5	-4.3
COc1ccc(/C=N/n2c(=O)c(C(C)(C)C)nn3cnnc23)cc1OC
  1.5	0.0	-2.2	0.6
O=C(Cn1cnc2c(nnn2Cc2ccccc2F)c1=O)NCc1ccco1
  0.2	0.0	3.8	9.1
Cc1ccc(CN[C@H]2C[C@H]3C(=O)N[C@H](C)C(=O)N3C2)cc1F
  -0.4	-0.1	-3.9	-4.7
O=C(O)c1cc2cc(O)ccc2cc1O
  -0.7	-0.2	10.8	0.4
CCOC(=O)c1[nH]c2ccc(OC)cc2c1N=NN(C)C
  -0.5	0.2	-10.2	-22.8
CS(=O)(=O)N1CCN(Cc2ccc(Cl)s2)CC1C(=O)NCc1ccccc1 (stereo not drawn)
  1.9	0.0	15.7	-7.7
Cc1ccc(O)c(/C=C2\Sc3ccccc3C2=O)c1
  -1.0	0.0	8.9	9.4

Rows are unselected; overall some 3.4% were active at least once.
